CRFBP-R2 block: CRF-BP/CRF-R2 complex antagonism | HEK293 CRF-R2/CRF-BP, CRF-induced calcium fluorescence | inhibition, % at 11.8 µM | hit rate 0.59% among 350,000 | AID 588475;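 active = inhibition of the ligand-induced calcium signal above about 50% at the single tested concentration, limit read from the data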
VIM-2 inh: blocks Pseudomonas aeruginosa VIM-2 metallo-beta-lactamase; hit rate 0.89% among 290,000; AID 1527; purified VIM-2, nitrocefin hydrolysis, epi-absorbance fluorescence; inhibition, % at 5.6 µM;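 active = inhibition above the mean of all tested compounds plus 3 SD, cutoff set per screening run, cut at about 7.5% in these data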;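 also: red hydrolysis product quenches plate fluorescence so inhibitors raise well fluorescence; 0% = enzyme with DMSO and 100% = DMSO without enzyme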
IDE cell inh: inhibitors of human insulin-degrading enzyme in cells; inhibition, % at 5.59 µM; HEK cells, FAbetaB cleavage, fluorescence polarization; hit rate 0.41% among 320,000;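 active = percent inhibition above the average of all tested compounds plus 3 SD, set per screening campaign, cut at about 16% in these data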;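 also: IDE supplied by intact live HEK cells; FP after avidin binding of uncleaved biotin substrate so inhibition keeps polarization high; 0% = DMSO wells and 100% = 60 µM reference IDE inhibitor Ii1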
GalR3 antagonist: blocks the human galanin receptor 3; O60755; HEK293 GalR3-CNG cAMP membrane potential fluorescence; galR3 body fused to GalR1 C-terminus; inhibition, % at 3 µM; hit rate 0.44% among 360,000; AID 651719;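 active = inhibition above the screen-wide average plus 3 SD, cut at about 13% in these data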;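 also: forskolin and galanin both at EC90 stimulate the cells; cAMP rise reported by CNG channel membrane potential dye signal; 0% = forskolin plus galanin with DMSO and 100% = forskolin alone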
Target sequence (O60755 1-299 limits assumed): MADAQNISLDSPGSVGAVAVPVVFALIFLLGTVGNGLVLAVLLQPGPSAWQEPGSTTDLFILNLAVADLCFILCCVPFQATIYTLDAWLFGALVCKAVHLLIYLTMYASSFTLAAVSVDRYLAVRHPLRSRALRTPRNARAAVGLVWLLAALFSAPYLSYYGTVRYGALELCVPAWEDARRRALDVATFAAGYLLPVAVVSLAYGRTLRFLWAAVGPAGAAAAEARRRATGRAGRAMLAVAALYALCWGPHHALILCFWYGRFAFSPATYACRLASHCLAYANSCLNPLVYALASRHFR
pCIP destab: p/CIP protein destabilization. Q05BA5. F442A p/CIP-EGFP cells, EGFP fluorescence, 16 h. decrease of EGFP signal, % at 10 µM. hit rate 0.01% among 290,000. AID 1984;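 active = EGFP signal decrease of at least 30% at 10 µM or well 3 SD below plate mean, unless failing retest; inactive = the rest, including hits failing retest or dose response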; also: some compounds called inactive have numbers as strong as hits; many of its hits are not listed in these tables
NS3 helicase inh: inhibitors of Hepatitis C virus NS3 helicase; NS3 helicase DNA unwinding, Cy5 molecular beacon fluorescence; inhibition, % at 10.9 µM; hit rate 0.56% among 290,000; AID 1800;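 active = inhibition above the mean of all tested compounds plus 3 SD, set per campaign, cut at about 35% in these data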;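 also: 0% = DMSO wells and 100% = thioflavine S control wells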
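assay system = NS3 helicase fragment of HCV | buffer or medium = MOPS pH 6.5, MgCl2, DTT, Tween20, BSA | timing = 60 min unwinding reaction at 25 °C after ATP addition | signal = Cy5 beacon fluorescence read at start and 1 h | read-out basis = % inhibition of unwinding | control set = low DMSO, high thioflavine S at 110 µM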
UBC9 SUMO inh: inhibitors of human SUMOylation (UBC9); P63279; inhibition, % at 35 µM; HTRF SUMOylation assay, SAE1/SAE2 + UBC9, in vitro; hit rate 0.36% among 290,000; in the data active = inhibition above about 50%, passing the limit was not always enough; also: strong numbers were not always called active
Target sequence (P63279 whole entry, looked up): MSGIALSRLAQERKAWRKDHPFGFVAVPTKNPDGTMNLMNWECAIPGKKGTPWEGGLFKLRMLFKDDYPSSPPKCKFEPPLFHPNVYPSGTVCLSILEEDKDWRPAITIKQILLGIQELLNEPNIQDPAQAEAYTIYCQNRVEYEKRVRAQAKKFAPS
IMP-1 inh: blocks Pseudomonas aeruginosa IMP-1 metallo-beta-lactamase | purified IMP-1, nitrocefin hydrolysis, epi-absorbance fluorescence | inhibition, % at 5.6 µM | hit rate 0.45% among 290,000 | AID 1556;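 active = inhibition above the mean plus 3 SD of all compounds in the same screening run, cut at about 4.5% in these data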;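 also: 0% = IMP-1 with DMSO and 100% = DMSO wells lacking enzyme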
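Test system: recombinant IMP-1 enzyme, purified / Medium: HEPES buffer pH 7.1 with ZnSO4 and Brij 35 / Doses: single dose, 5.6 µM / Times: 25 °C, 15 min preincubation, 25 min reaction / Detection: Epi-absorbance via hydrolysed-nitrocefin quenching of white-plate fluorescence, 480/530 nm, EDTA stop / Evaluation: percent inhibition from optical density relative to buffer-blank wells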
IDE act: IDE (human) activation, cell-based. HEK cells, FAbeta-B cleavage, fluorescence polarization; 0% vehicle, 100% cell-free pure enzyme wells. activation, % at 5.96 µM. hit rate 0.073% among 340,000. AID 493087;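 active = activation above the mean of all tested compounds plus 3 SD, set per screening campaign, cut at about 17% in these data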
Starred values were filed as active, the others as inactive; nt = no result given. The order is random. About 3.2% of those tested had a hit in this group.

Each structure is followed by: CRFBP-R2 block	VIM-2 inh	IDE cell inh	GalR3 antagonist	pCIP destab	NS3 helicase inh	UBC9 SUMO inh	IMP-1 inh	IDE act
CCOc1ccc(S(=O)(=O)Nc2cc(OC)ccc2OC)cc1
 : 27	-0.1	-10	-4	-17	-13	12	-3.2	2
Cc1ccc(CCN2CCN=C2N(C)C)cc1
 : -6	-1.7	1	-3	-14	5	4	-4.0	2
CCOC(=O)C1(Cc2cccc(OC)c2)CCN(Cc2ccon2)CC1
 : 13	-3.2	0	-6	-5	-20	20	-1.0	1
Cc1c(-n2cc(C(=O)c3cc(Cl)ccc3O)cc(C#N)c2=O)c(=O)n(-c2ccccc2)n1C
 : -35	1.3	17*	nt	1	-2	26	2.0	-12
S=C(NC1CC1)NC1CCCc2ccccc21 (centres undefined)
 : 2	-1.8	-6	-6	-2	0	-2	-4.0	-2
Cc1nn(-c2ccccn2)c2nc(-c3cccs3)cc(C(=O)NCc3ccco3)c12
 : 23	4.8	4	-2	5	11	38	-2.7	4
O=C(NCC(=O)N1CCN(c2ncccn2)CC1)c1ccccc1F
 : -15	nt	1	-1	nt	nt	nt	nt	-2
Cc1cc(Cl)ccc1OCC(=O)NNC(=O)C1CSC2(C)CCC(=O)N12 (centres undefined)
 : -14	nt	-11	-2	nt	nt	nt	nt	2
COc1ccc(Cc2nnc(N/N=C/c3ccc(O)cc3O)[nH]c2=O)cc1OC
 : 12	-2.6	0	-4	-2	-6	-84	-2.0	4
CC(=O)N1CCN(C(=O)c2ccc(Cl)c(S(=O)(=O)N3CCCC3)c2)CC1
 : 11	nt	0	-5	nt	nt	nt	nt	7

The final 2 entries of the part above are carried over, then new ones follow:
Each structure is followed by: CRFBP-R2 block	VIM-2 inh	IDE cell inh	GalR3 antagonist	pCIP destab	NS3 helicase inh	UBC9 SUMO inh	IMP-1 inh	IDE act
COc1ccc(Cc2nnc(N/N=C/c3ccc(O)cc3O)[nH]c2=O)cc1OC
 : 12	-2.6	0	-4	-2	-6	-84	-2.0	4
CC(=O)N1CCN(C(=O)c2ccc(Cl)c(S(=O)(=O)N3CCCC3)c2)CC1
 : 11	nt	0	-5	nt	nt	nt	nt	7
COc1cc(C(=O)Nc2ccc(S(=O)(=O)N3CCOCC3)cc2)c([N+](=O)[O-])cc1OC
 : -10	-2.3	3	-4	-8	18	-1	-2.1	1
COc1ccccc1N1CCN(S(=O)(=O)c2ccc3c(c2)CC(C)N3C(C)=O)CC1 (centres undefined)
 : 7	-3.1	9	3	-5	20	-6	-1.7	-1
c1ccc(-c2nnsc2Sc2ccccn2)cc1
 : 35	-1.1	3	-5	10	-1	-7	-4.2	6
CSc1ccc(S(=O)(=O)N2CCN(Cc3ccc4c(c3)OCO4)CC2)cc1
 : 15	-1.1	-3	0	-5	-2	-7	-2.6	3
CC(C)Oc1ccc(OCCNC2CCCC2)cc1
 : -2	-1.2	2	-3	-2	2	3	-1.4	8
Cn1c(SCc2ccc(Br)cc2)nnc1-c1ccccn1
 : -1	-0.9	3	-6	6	4	6	-1.7	nt
CN(/N=C/C=C/c1ccccc1)c1cc(=O)n(C)c(=O)[nH]1
 : 2	1.2	3	-2	4	0	-1	-1.4	5
COc1ccc(N2CC(O)=C(c3nc(-c4ccc(Br)cc4)cs3)C2=N)cc1
 : 12	-2.7	-7	-6	16	4	2	-2.4	2
COc1ccc(-c2[nH]ncc2CN(C)Cc2nonc2C)c(OC)c1
 : 0	-1.6	1	-1	-4	4	2	-1.9	10
COC(=O)c1sc2nc(-c3ccco3)ccc2c1N
 : 11	0.9	6	3	0	34	22	0.1	-6

Later entries:
Each structure is followed by: CRFBP-R2 block	VIM-2 inh	IDE cell inh	GalR3 antagonist	pCIP destab	NS3 helicase inh	UBC9 SUMO inh	IMP-1 inh	IDE act
Cc1cc(Cl)ccc1OC(C)C(=O)NCCCCc1ccccc1 (centres undefined)
 : 34	-1.5	-4	-6	-2	-5	1	-1.1	1
CCCCCn1c(CCC(=O)Oc2ccccc2OC)nc2c1c(=O)[nH]c(=O)n2CCCC
 : 9	-1.5	-4	0	0	0	-11	-3.5	-2
CS(=O)(=O)N1CCC(C(=O)NCc2ccc(F)cc2Cl)CC1
 : 10	-2.3	-7	-4	-3	3	2	-0.9	-2
O=C(Nc1ccc(Cl)cc1)C1C2CCC3C(CCC21)C3(Cl)Cl (centres undefined)
 : 22	-2.8	nt	-3	-10	-10	-19	-3.7	1
CCOc1ccccc1CN1C(=O)NC(C)(c2ccccc2)C1=O (centres undefined)
 : -12	-1.2	3	-3	-21	-4	15	-2.8	-3
Cc1cc(C)cc(NC(=O)COC(=O)COc2cccc3c2OC(C)(C)C3)c1
 : 7	nt	-9	-2	nt	nt	nt	nt	5
c1ccc(-c2nnc(NC3=NCCC3)o2)cc1
 : 5	-3.5	-3	4	3	5	19	-2.6	5
CCN1CCN(C(=O)c2cc3cc4ccc(OC)cc4nc3s2)CC1
 : -14	6.3	0	-3	2	1	11	-1.0	4
COc1cc(NC(=O)c2ccco2)c(C(=O)OCC(=O)c2c[nH]c3ccccc23)cc1OC
 : 14	-3.7	7	-1	-19	1	17	-2.1	5
O=C(COc1cccc(Cl)c1)N/N=C\c1cc2ccccc2nc1Cl
 : -18	-2.6	-2	1	-2	-3	2	-1.9	-2

Following part
Each structure is followed by: CRFBP-R2 block	VIM-2 inh	IDE cell inh	GalR3 antagonist	pCIP destab	NS3 helicase inh	UBC9 SUMO inh	IMP-1 inh	IDE act
COc1ccccc1C1/C(=C(/O)c2ccccc2)C(=O)C(=O)N1CC(C)O (centres undefined)
 : 4	-1.4	3	0	-10	6	-16	-3.3	6
Cc1ccc2sc3ccc(NC(=O)c4ccccc4Cl)cc3c(=O)c2c1
 : 4	-3.6	4	-1	-12	-3	-57	-2.5	-5
O=S(=O)(c1ccccc1)N1CCN(CCc2ccccc2)CC1
 : 17	-0.3	-1	-7	1	6	-14	-1.3	-6
CN1C2CCC1CC(NS(=O)(=O)c1cccc(C(F)(F)F)c1)C2 (centres undefined)
 : 4	-3.6	0	-3	1	4	0	-1.5	6
COc1cc(CN2CCN(C(=O)c3cccc4ccccc34)CC2)cc(OC)c1O
 : -15	-2.2	5	-9	-4	-2	3	-7.1	6
COc1cc(OC)cc(N2C(=O)CSCC2=O)c1
 : 3	-1.0	4	-1	1	-3	-12	-2.9	-2
CSCC(C)N1CCC(CCC(=O)NC2CC2)CC1 (centres undefined)
 : 0	-4.2	-2	-4	-3	4	nt	-1.5	0
C=CCN1C(=O)/C(=C2/Sc3ccc(OC)cc3N2CC)SC1=S
 : -39	7.3	-1	-4	6	8	-6	0.8	3
Cc1ccc(NC(=O)C(=O)C2C(=O)Nc3ccccc32)cc1 (centres undefined)
 : 8	-2.0	0	2	-5	7	0	-3.5	7
OCC[C@H]1C[C@@H](O)[C@H](O)[C@]2(Cc3ccccc3O2)O1
 : 0	nt	5	11	nt	nt	nt	nt	3

Carrying on.
Each structure is followed by: CRFBP-R2 block	VIM-2 inh	IDE cell inh	GalR3 antagonist	pCIP destab	NS3 helicase inh	UBC9 SUMO inh	IMP-1 inh	IDE act
Cc1cc(-n2c(C)cc(C(=O)CSc3nncn3C(C)C)c2C)no1
 : 0	nt	5	-3	nt	nt	nt	nt	4
O=S(=O)(c1cnccc1N1CCN(/N=C/c2ccc(Br)cc2)CC1)N1CCCCC1
 : -14	-1.6	1	-1	-3	-2	-18	-2.4	-5
Cc1cccc(C(=O)NNS(=O)(=O)c2ccc(F)cc2)c1
 : -6	-1.0	1	-5	-4	7	9	-1.3	1
NNC(=O)c1[nH]c2ccccc2c1-c1ccccc1
 : -22	-5.0	0	-8	-2	0	10	-2.3	3
N#CCc1nc(C(c2ccccc2)c2ccccc2)no1
 : -14	-2.8	1	-9	-13	10	15	-0.9	-7
Cc1c(N2C(=O)CS/C2=N\N=C\c2ccccc2O)c(=O)n(-c2ccccc2)n1C
 : 10	-9.0	3	-5	-7	-4	35	-2.1	8
CC(=O)Oc1ccccc1C1C[C@]2(C)CC(=O)NC2N1C(C)=O (some centres undefined)
 : -6	-0.1	2	-3	5	20	2	-1.1	0
O=C(NCc1ccccc1)c1csc(-c2cccnc2)n1
 : -9	-0.6	-2	-3	12	3	-4	-2.7	8
CCN1CCCC1CNC(=O)c1cc2ccc(OC)cc2[nH]1 (centres undefined)
 : 7	-1.5	nt	-6	-6	-23	7	-3.0	-2
C=CCN(CC=C)C(=O)C(=O)c1ccn(-c2c(C)csc2C(=O)OC)c1
 : -10	-2.8	0	0	-4	-6	12	-1.4	3

With a hit mark in IDE cell inh (from the list above):
Each structure is followed by: CRFBP-R2 block	VIM-2 inh	IDE cell inh	GalR3 antagonist	pCIP destab	NS3 helicase inh	UBC9 SUMO inh	IMP-1 inh	IDE act
Cc1c(-n2cc(C(=O)c3cc(Cl)ccc3O)cc(C#N)c2=O)c(=O)n(-c2ccccc2)n1C
 : -35	1.3	17*	nt	1	-2	26	2.0	-12

Single records, as listed above:
`O=C(COc1cccc(Cl)c1)N/N=C\c1cc2ccccc2nc1Cl` across the screens: CRFBP-R2 block: -18; VIM-2 inh: -2.6; IDE cell inh: -2; GalR3 antagonist: 1; pCIP destab: -2; NS3 helicase inh: -3; UBC9 SUMO inh: 2; IMP-1 inh: -1.9; IDE act: -2
`C=CCN1C(=O)/C(=C2/Sc3ccc(OC)cc3N2CC)SC1=S` across the screens: CRFBP-R2 block: -39; VIM-2 inh: 7.3; IDE cell inh: -1; GalR3 antagonist: -4; pCIP destab: 6; NS3 helicase inh: 8; UBC9 SUMO inh: -6; IMP-1 inh: 0.8; IDE act: 3

Following part.
Each structure is followed by: CRFBP-R2 block	VIM-2 inh	IDE cell inh	GalR3 antagonist	pCIP destab	NS3 helicase inh	UBC9 SUMO inh	IMP-1 inh	IDE act
CSc1ccc(NS(=O)(=O)c2ccc(-n3cnnn3)cc2)cc1
 : 8	-1.4	-6	-2	-24	-4	7	-2.1	-4
O=C(Nc1ccc2c(c1)CCC2)C1CCN(c2ncccn2)CC1
 : 10	-4.3	4	-5	1	-8	-2	-2.1	0
CC[n+]1ccccc1/C=C/c1ccc(N(C)C)cc1
 : -9	-1.7	nt	-4	-252	-15	-7	-2.9	-2
C/C(Cc1ccccc1)=N\NC(=O)CNC(=O)c1cccc(Br)c1
 : 9	0.5	1	-2	-6	11	-1	-6.9	2
COC(=O)/C=C/c1ccc(OC(=O)OC)c(OC(=O)OC)c1
 : 3	-0.3	6	-1	-1	-5	10	-5.7	2
C/C(=N\OC(=O)c1ccccc1)c1cc(-c2ccc(Cl)cc2)no1
 : -11	-1.4	1	1	0	5	34	-0.7	2
Nn1c(Cc2cccc3ccccc23)n[nH]c1=S
 : 20	-4.2	-2	-1	11	10	-6	-3.0	-6

Look-ups from the list:
Result for CSc1ccc(NS(=O)(=O)c2ccc(-n3cnnn3)cc2)cc1 under UBC9 SUMO inh: 7
Result for Nn1c(Cc2cccc3ccccc23)n[nH]c1=S under VIM-2 inh: -4.2

High-throughput results: PubChem, several laboratories
